GLP-1R inv ag – acts as inverse agonist at human GLP-1 receptor; HEK293 GLP-1R CRE-luciferase, luminescence, 24 h; GLP-1R form is constitutively active; P43220; 1.6% of 410,000 active; AID 624417; Potency, µM (highest dose often 38.3 µM), inactives show top-dose activity change, negative = inhibition, hits mostly inhibitors; note: % is set by controls: 0 for no effect and ±100 for the full control effect; nearly all actives have a fitted effect of over 55% in size
Target sequence (P43220 whole entry, looked up): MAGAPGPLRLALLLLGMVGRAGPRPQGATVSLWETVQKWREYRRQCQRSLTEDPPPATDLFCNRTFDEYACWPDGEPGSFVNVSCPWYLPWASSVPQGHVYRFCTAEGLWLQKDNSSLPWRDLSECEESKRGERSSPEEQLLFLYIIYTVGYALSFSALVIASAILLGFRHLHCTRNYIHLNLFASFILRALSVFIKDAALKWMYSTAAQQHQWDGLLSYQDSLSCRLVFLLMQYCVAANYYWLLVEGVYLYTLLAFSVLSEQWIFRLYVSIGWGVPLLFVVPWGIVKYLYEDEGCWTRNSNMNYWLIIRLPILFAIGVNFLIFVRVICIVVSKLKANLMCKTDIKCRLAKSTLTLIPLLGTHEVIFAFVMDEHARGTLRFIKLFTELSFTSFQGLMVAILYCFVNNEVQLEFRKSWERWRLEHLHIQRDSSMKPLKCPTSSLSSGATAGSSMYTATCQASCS
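Cells are plated, allowed 12 hours at 37 deg C, then treated with compounds for 24 hr before luciferase detection reagent is added and luminescence is read after 12 min at room temperature. The HEK293 line carries constitutively active GLP-1R with a cAMP-responsive reporter.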
HT1080 IDH1KD tx – toxicity to HT-1080 IDH1 knockdown cells (counter line); HT-1080 IDH1 knockdown viability, ATP luminescence, 48 h; Potency, µM (titrated, usually from 46.1 µM), inactives show at the top dose activity, negative = toxicity, most hits filed as cytotoxic; 2% of 360,000 active;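 note: 0% = DMSO wells and -100% = cell-free medium wells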
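In this qHTS, HT-1080 cells depleted of IDH1 are exposed for 48 h at 37 °C to compound titrations. Toxicity is scored from CellTiter-Glo luminescence, with DMSO as full viability and medium alone as none.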
KB-3-1 cytotox – kills parental KB-3-1 adenocarcinoma cells; AID 1347075; Potency, µM (doses to about 46.1 µM), without a hit: at the top dose activity change, negative = cytotoxic, hits mostly cytotoxic; 1.4% of 400,000 active; KB-3-1 viability, CellTiter-Glo ATP luminescence, 72 h; note: % is set by controls: 0 for no effect and ±100 for the full control effect; nearly all actives have a fitted effect of over 60% in size
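Multi-concentration cytotoxicity screen in KB-3-1 cells grown in DMEM lacking phenol red with 10% FBS. After 72 h at 37 °C with compound, ATP-dependent luminescence was recorded.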
GLP1R cytotox – cytotoxicity counter-screen for GLP-1 receptor inverse agonists; HEK293 cAMP-luciferase reporter cells, luminescence, 24 h; Potency, µM (top dose mostly 38.3 µM), without a hit: at the top dose activity change, negative = inhibition, actives largely listed as inhibitors; 0.13% of 410,000 active; AID 624418;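 note: loss of luciferase light is scored as toxicity; % is set by controls: 0 for no effect and ±100 for the full control effect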
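Step one: seed cells (200 cells/uL, DMEM with 10% Nu serum, 1% pen-strep). Step two: 12-hour incubation at 37 deg C. Step three: pin 23 nL compound, incubate 24 hr. Step four: add luciferase reagent, read luminescence 12 min later.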
TDP-43 yeast inh – rescues yeast growth from TDP-43 toxicity. Potency, µM (top dose mostly 46.1 µM), for inactives: at the highest dose growth rescue (activation), hits mostly activators. TDP-43 expressing yeast growth rescue, BacTiter-Glo, 24 h. 1.8% of 410,000 active. AID 652104; note: % of control where 0% means no effect; nearly all actives have a fitted effect of over 50% in size
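Growth rescue of TDP-43-toxic yeast measured as ATP luminescence (BacTiter-Glo). Cells grown to mid-log in raffinose, induced in galactose at OD600=0.02, exposed to compound 24 hr at 30 deg C.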
HT1080-NT tox – kills 2HG-producing HT-1080-NT fibrosarcoma cells; HT-1080-NT fibrosarcoma viability, CellTiter-Glo ATP luminescence, 48 h; Potency, µM (series often up to 46.1 µM), for inactives: top-dose activity, negative = less viability, actives largely listed as cytotoxic; 1.6% of 360,000 active;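 note: NT is the 2HG producing partner of a matched IDH1 knockdown line; 0% = DMSO-treated cells and -100% = media-only wells without cells; nearly all actives have a fitted effect of over 55% in size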
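750 cells/well, RPMI + 5% FBS; 2 h settle, compound pin-transfer, 48 h at 37 degrees C. CellTiter-Glo 10 min RT, luminescence. Normalized to DMSO and media-only wells.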
GLP-1R agonist – GLP-1 receptor (human) agonism. AID 624172. Potency, µM (titrated, usually from 45.6 µM), for the others: at the top dose activation, most hits filed as activators. HEK293 GLP-1R CRE-luciferase, luminescence, 4-6 h; cells express a hypersensitive GLP-1R form. P43220. 0.007% of 380,000 active; note: % of control where 0% means no effect
SW480 rerep – induces DNA re-replication in SW480 colon adenocarcinoma cells; SW480 DNA re-replication, Hoechst DNA content imaging, 48 h; Potency, µM (top dose mostly 46.1 µM), without a hit: top-dose re-replication activation, most hits filed as activators; 1.8% of 340,000 active; AID 624297; note: % of control where 0% means no effect; nearly all actives have a fitted effect of over 55% in size
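250 cells/well; 23 nL cpd via pin tool; 48 hr, 37 C, 5% CO2; Hoechst 40 min; imager read of total nuclear intensity, ex 405/em 500-530 nm.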
KB-V1 cytotox – kills drug-selected multidrug resistant KB-V1 cells; KB-V1 MDR cells viability, CellTiter-Glo, 72 h; 3.4% of 400,000 active; Potency, µM (series often up to 46.1 µM), inactives show at the highest dose activity change, negative = cytotoxicity, actives largely listed as cytotoxic; note: % is set by controls: 0 for no effect and ±100 for the full control effect; nearly all actives have a fitted effect of over 60% in size
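Cytotoxicity toward P-gp-expressing KB-V1 cells was determined as loss of CellTiter-Glo luminescence after 72 h at 37 degrees C. Compounds were tested in quantitative HTS format across a concentration range, with curves fitted to normalized data.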
The depositor's hits bear a star; [ ] = dose if it differs, or a comment. Calls come from the whole dose curve; as a rule, active = well fitted curve in the direction sought with a large enough effect; inconclusive = small, poorly fitted or top-dose-only effect, or another doubt; inactive = no such curve, though single readings can be large; an effect the other way counts as inactive or inconclusive. Potency is the fitted concentration of half-maximal effect.

COCCC1CCCCN1C(=O)c1ccc(OC2CCN(C(C)=O)CC2)c(OC)c1 (stereo not given) was read as GLP-1R inv ag 0%, HT1080 IDH1KD tx 10%, KB-3-1 cytotox -7%, GLP1R cytotox 3%, TDP-43 yeast inh 2%, HT1080-NT tox 19%, GLP-1R agonist -3%, SW480 rerep inconclusive and KB-V1 cytotox -11%.
`COc1ccc(-c2noc(C3CCCN(C(=O)c4ccccc4C)C3)n2)cc1` (stereo not given) gave GLP-1R inv ag inconclusive, HT1080 IDH1KD tx -18%, KB-3-1 cytotox inconclusive, GLP1R cytotox -8%, TDP-43 yeast inh 24%, HT1080-NT tox -14%, GLP-1R agonist 23%, SW480 rerep -4% and KB-V1 cytotox inconclusive.
Screening CC(=O)c1ccc(NC(=O)COC(=O)CCC2CCCC2)cc1 returned GLP-1R inv ag -24%, HT1080 IDH1KD tx 1%, KB-3-1 cytotox 5%, GLP1R cytotox -5%, TDP-43 yeast inh inconclusive, HT1080-NT tox 15%, GLP-1R agonist 10%, SW480 rerep -3% and KB-V1 cytotox 18%.
COc1ccc(SC2=C[C@@]3(O)CC[C@@H](O)[C@@](Sc4ccc(OC)cc4)(C2=O)[C@H]3O)cc1 was read as GLP-1R inv ag -25%, HT1080 IDH1KD tx -18%, KB-3-1 cytotox -21%, GLP1R cytotox -2%, TDP-43 yeast inh 7%, HT1080-NT tox -13%, GLP-1R agonist -4% and KB-V1 cytotox inconclusive.
Screening Cc1cc(=O)oc2c3c(cc(OCC(=O)NCc4ccco4)c12)OC(C)(C)CC3 returned GLP-1R inv ag 11%, HT1080 IDH1KD tx -5%, KB-3-1 cytotox 0%, GLP1R cytotox -3%, TDP-43 yeast inh 12%, HT1080-NT tox -5%, GLP-1R agonist 22%, SW480 rerep inconclusive and KB-V1 cytotox 0%.
CS(=O)(=O)N(CC(=O)N/N=C/c1cc([N+](=O)[O-])ccc1Cl)c1ccccc1 was read as GLP-1R inv ag 33%[activator], HT1080 IDH1KD tx 2%, KB-3-1 cytotox -6%, GLP1R cytotox 23%, TDP-43 yeast inh -7%, HT1080-NT tox -1%, GLP-1R agonist -2%, SW480 rerep 8% and KB-V1 cytotox 0%.
For CC1CCCCN1C(=O)C1CCCCN1S(=O)(=O)c1cccc([N+](=O)[O-])c1 (stereo not given) the results were GLP-1R inv ag -5%, HT1080 IDH1KD tx 6%, KB-3-1 cytotox 12%, GLP1R cytotox -6%, TDP-43 yeast inh 10%, HT1080-NT tox 4%, GLP-1R agonist 1%, SW480 rerep -3% and KB-V1 cytotox -18%.
Screening Cc1ccc(C)c(S(=O)(=O)N/N=C/c2ccc(N(C)C)cc2)c1 returned GLP-1R inv ag 6%, HT1080 IDH1KD tx -5%, KB-3-1 cytotox 0%, GLP1R cytotox 2%, TDP-43 yeast inh -28%, HT1080-NT tox 5%, GLP-1R agonist 1%, SW480 rerep -13% and KB-V1 cytotox 7%.
N#CCC(=O)Nc1ccc(C(=O)OCC(=O)NNC(=O)c2cccs2)cc1 was read as GLP-1R inv ag 2%, HT1080 IDH1KD tx 13%, KB-3-1 cytotox 10%, GLP1R cytotox 4%, TDP-43 yeast inh 13%, HT1080-NT tox 8%, GLP-1R agonist -7%, SW480 rerep -6% and KB-V1 cytotox inconclusive.
`CNC(=S)N(C)c1ccccc1` gave GLP-1R inv ag 17%, HT1080 IDH1KD tx -11%, KB-3-1 cytotox 1%, GLP1R cytotox 6%, TDP-43 yeast inh -2%, HT1080-NT tox -4%, GLP-1R agonist -3%, SW480 rerep -42%[inhibitor] and KB-V1 cytotox 1%.
`CCNC(=O)C1(C)CCCN(C(=O)c2nc(C)oc2C)C1` (stereo not given) gave GLP-1R inv ag 2%, HT1080 IDH1KD tx 7%, KB-3-1 cytotox 0%, GLP1R cytotox 3%, TDP-43 yeast inh -4%, HT1080-NT tox -29%, GLP-1R agonist -4% and KB-V1 cytotox 0%.
Screening CCC1CCc2c(sc(NC(=O)C3c4ccccc4Oc4ccccc43)c2C(N)=O)C1 (stereo not given) returned GLP-1R inv ag 4%, HT1080 IDH1KD tx 3%, KB-3-1 cytotox -12%, GLP1R cytotox -9%, TDP-43 yeast inh 7%, HT1080-NT tox -8%, GLP-1R agonist -32%, SW480 rerep 100% and KB-V1 cytotox -4%.
Screening CN(C)c1ccc(C(=O)C(=O)N2CCN(c3ccccc3)CC2)cc1 returned GLP-1R inv ag 7%, HT1080 IDH1KD tx 16%, KB-3-1 cytotox 13%, GLP1R cytotox -5%, TDP-43 yeast inh 0%, HT1080-NT tox 20% and KB-V1 cytotox -26%.
For Cc1noc(Cn2c(=O)c3ccccc3n(CC(=O)Nc3ccc(Cl)cc3)c2=O)n1 the results were GLP-1R inv ag -4%, KB-3-1 cytotox 2%, GLP1R cytotox 3%, TDP-43 yeast inh 24% and KB-V1 cytotox 0%.
For CCn1nnc(-c2ccccc2NC(=O)c2cccc(-n3cnnn3)c2)n1 the results were GLP-1R inv ag 58%[activator], HT1080 IDH1KD tx 11%, KB-3-1 cytotox -2%, GLP1R cytotox 11%, TDP-43 yeast inh -10%, HT1080-NT tox 4%, GLP-1R agonist 0%, SW480 rerep 1% and KB-V1 cytotox 0%.
Screening Cc1ccc(-n2ncc3c2CC(C)(C)CC3NC(=O)c2ccccn2)cc1 (stereo not given) returned GLP-1R inv ag inconclusive, HT1080 IDH1KD tx inconclusive, KB-3-1 cytotox -9%, GLP1R cytotox 0%, TDP-43 yeast inh inconclusive, HT1080-NT tox inconclusive, GLP-1R agonist 11%, SW480 rerep 9% and KB-V1 cytotox 1%.
`CCn1cc([N+](=O)[O-])c(C(=O)N2CCCc3ccccc32)n1` gave GLP-1R inv ag 6%, HT1080 IDH1KD tx 2%, KB-3-1 cytotox -1%, GLP1R cytotox 0%, TDP-43 yeast inh -5%, HT1080-NT tox 0%, GLP-1R agonist -1%, SW480 rerep -1% and KB-V1 cytotox 0%.
For CCN(c1ccccc1)S(=O)(=O)c1cc(C(=O)Nc2ccc(F)c(F)c2)ccc1F the results were GLP-1R inv ag 1.4µM*, HT1080 IDH1KD tx inconclusive, KB-3-1 cytotox -15%, GLP1R cytotox inconclusive, TDP-43 yeast inh 1%, HT1080-NT tox 15µM*, GLP-1R agonist -2%, SW480 rerep inconclusive and KB-V1 cytotox -1%.
CC(C)C[C@H]1CN=C(Nc2ccccc2)N1CCC1CCCC1 was read as GLP-1R inv ag inconclusive, HT1080 IDH1KD tx -1%, KB-3-1 cytotox -21%, GLP1R cytotox -19%, TDP-43 yeast inh 14%, HT1080-NT tox 3%, GLP-1R agonist 0%, SW480 rerep -3% and KB-V1 cytotox -6%.
O=C(OCc1ccc(Cl)c(Cl)c1)c1cccnc1Cl was read as GLP-1R inv ag -13%, HT1080 IDH1KD tx -2%, KB-3-1 cytotox 7%, GLP1R cytotox 6%, TDP-43 yeast inh inconclusive, HT1080-NT tox 8%, GLP-1R agonist 16%, SW480 rerep 1% and KB-V1 cytotox 19%.
Screening C=CCn1c(SCC(=O)Nc2cc(C)ccc2C)nnc1-c1cnccn1 returned GLP-1R inv ag 3%, HT1080 IDH1KD tx -1%, KB-3-1 cytotox 0%, GLP1R cytotox -5%, TDP-43 yeast inh 21%, HT1080-NT tox 9%, GLP-1R agonist 6%, SW480 rerep -18% and KB-V1 cytotox inconclusive.
Screening COc1ccccc1COCC(O)CN(Cc1ccco1)Cc1ccccc1O (stereo not given) returned GLP-1R inv ag inconclusive, HT1080 IDH1KD tx -19%, KB-3-1 cytotox -7%, GLP1R cytotox 7%, TDP-43 yeast inh -6%, HT1080-NT tox 0%, GLP-1R agonist 12%, SW480 rerep 8% and KB-V1 cytotox 7.3µM*.
NC(=O)c1ccc(NCC2COc3ccccc3O2)c([N+](=O)[O-])c1 (stereo not given) was read as GLP-1R inv ag 87%[activator], HT1080 IDH1KD tx -22%, KB-3-1 cytotox inconclusive, GLP1R cytotox 5%, TDP-43 yeast inh -8%, HT1080-NT tox -1%, GLP-1R agonist 24%, SW480 rerep -29% and KB-V1 cytotox inconclusive.
Screening CCCCCCn1c(=O)n2n(c1=O)C[C@]1(OC(=O)Nc3c(C)noc3C)CN(S(=O)(=O)c3ccc(C)cc3)C[C@]1(O)C2 returned GLP-1R inv ag inconclusive, HT1080 IDH1KD tx -1%, KB-3-1 cytotox 2%, GLP1R cytotox 3%, TDP-43 yeast inh 18%, HT1080-NT tox -3%, GLP-1R agonist 11% and KB-V1 cytotox -9%.
Cc1cc(C(=O)CSc2nnnn2-c2ccccc2)c(C)n1CC1CCCO1 (stereo not given) was read as GLP-1R inv ag 10%, HT1080 IDH1KD tx 11%, KB-3-1 cytotox 5%, GLP1R cytotox -1%, TDP-43 yeast inh 1%, HT1080-NT tox 12%, GLP-1R agonist -1%, SW480 rerep -1% and KB-V1 cytotox inconclusive.
Screening CCC(CC)C(=O)Nc1cccc(C(=O)N2CCCCCC2)c1 returned GLP-1R inv ag -4%, HT1080 IDH1KD tx -11%, KB-3-1 cytotox 5%, GLP1R cytotox -19%, TDP-43 yeast inh -12%, HT1080-NT tox 0%, GLP-1R agonist 5%, SW480 rerep inconclusive and KB-V1 cytotox inconclusive.
CC(=O)O/N=C/c1c(Cl)n(C)c2ccccc12 was read as GLP-1R inv ag 19%, HT1080 IDH1KD tx -4%, KB-3-1 cytotox 12%, GLP1R cytotox 10%, TDP-43 yeast inh inconclusive, HT1080-NT tox 14%, GLP-1R agonist 13%, SW480 rerep -1% and KB-V1 cytotox 0%.

Screening data deposited in PubChem BioAssay by National Center for Advancing Translational Sciences (NCATS).
